GC-B act: GC-B (human) receptor activation; P20594; HEK293-GC-B cells, CNP EC30, cGMP TR-FRET; 0% at EC30 CNP, 100% saturating CNP; activation, % at 10 µM; 0.11% of 370,000 active; AID 1920062;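 active = activation at 10 µM reaching about 35% in either raw or pattern-adjusted values, limit read from the data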
hcDAF12 agonist: activators of H. contortus DAF-12 nuclear receptor; activation, % at 6.8 µM; 1.4% of 370,000 active; HEK293 hcDAF-12 lit1-tk-luc reporter, luminescence; 0% DMSO, 100% Δ7-dafachronic acid; AID 652067;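 active = activation above the mean of all tested compounds plus 3 SD, cut at about 5.5% in these data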;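 note: 100% = response to 3 µM Δ7-dafachronic acid high control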
HGIII-sPLA2 inh: Blocks human group III sPLA2 activity | 0.56% of 370,000 active | Q9NZ20 | AID 743126 | inhibition, % at 12.2 µM | QFRET BODIPY PC-A2 liposome hydrolysis, fluorescence;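 active = inhibition above mean plus 3 SD of compounds lying within the high and low control bounds, cut at about 19% in these data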;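 note: 0% = median of test compound wells and 100% = no enzyme DMSO wells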
FXN GAA850 act: increases GAA850 frataxin promoter reporter activity | HEK293 lucGAA850 FXN promoter luciferase reporter, 24 h; percent of 10 µM SAHA response | activation, % at 6 µM | 0.56% of 360,000 active;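 active = activation above the average of all compounds screened plus 3 SD, cutoff fixed separately per campaign, cut at about 7.5% in these data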;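 note: 0% = DMSO wells and 100% = 10 µM SAHA wells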
hgDAF-12 ag: agonists of H. glycines DAF-12 nuclear receptor | HEK293 GAL4-hgDAF12 UAS-luciferase reporter, agonist luminescence; normalized to butyrate control | activation, % at 6.8 µM | 1.8% of 370,000 active;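 active = activation above a cutoff set at the mean of all screened compounds plus 3 SD, cut at about 10% in these data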;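 note: 0% = DMSO wells and 100% = sodium butyrate wells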
ssDAF12 agonist: S. stercoralis DAF-12 activation, primary screen. AID 652126. HEK293 ssDAF-12/GRIP1 lit1-tk-luc reporter, luminescence; % of 3 µM dafachronic acid response. 1% of 370,000 active. activation, % at 6.8 µM;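 active = activation above the mean over all tested compounds plus 3 SD, cut at about 0.9% in these data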;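 note: 0% = DMSO-only wells and 100% = 3 µM delta7-dafachronic acid wells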
DAX1 inh-1: inhibits human nuclear receptor DAX1. AID 504766. 0.99% of 340,000 active. inhibition, % at 6.75 µM. HEK293 Gal4-DAX1 luciferase reporter, luminescence. P51843;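 active = inhibition above the mean over all tested compounds plus 3 SD, cut at about 4.2% in these data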;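 note: 0% = DAX1-transfected cells with DMSO and 100% = empty-vector control cells with DMSO; inhibition shows as a rise in luminescence from relieved DAX1 repression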
NPR1 activator: GC-A (human) enzyme activation; P16066; HEK293 GC-A cells, cGMP TR-FRET, EC30 ANP; 0% at EC30 ANP, 100% saturating ANP; activation, % at 10 µM; 0.14% of 370,000 active; in the data active = activation above about 40%
Target sequence (P16066 whole entry, looked up): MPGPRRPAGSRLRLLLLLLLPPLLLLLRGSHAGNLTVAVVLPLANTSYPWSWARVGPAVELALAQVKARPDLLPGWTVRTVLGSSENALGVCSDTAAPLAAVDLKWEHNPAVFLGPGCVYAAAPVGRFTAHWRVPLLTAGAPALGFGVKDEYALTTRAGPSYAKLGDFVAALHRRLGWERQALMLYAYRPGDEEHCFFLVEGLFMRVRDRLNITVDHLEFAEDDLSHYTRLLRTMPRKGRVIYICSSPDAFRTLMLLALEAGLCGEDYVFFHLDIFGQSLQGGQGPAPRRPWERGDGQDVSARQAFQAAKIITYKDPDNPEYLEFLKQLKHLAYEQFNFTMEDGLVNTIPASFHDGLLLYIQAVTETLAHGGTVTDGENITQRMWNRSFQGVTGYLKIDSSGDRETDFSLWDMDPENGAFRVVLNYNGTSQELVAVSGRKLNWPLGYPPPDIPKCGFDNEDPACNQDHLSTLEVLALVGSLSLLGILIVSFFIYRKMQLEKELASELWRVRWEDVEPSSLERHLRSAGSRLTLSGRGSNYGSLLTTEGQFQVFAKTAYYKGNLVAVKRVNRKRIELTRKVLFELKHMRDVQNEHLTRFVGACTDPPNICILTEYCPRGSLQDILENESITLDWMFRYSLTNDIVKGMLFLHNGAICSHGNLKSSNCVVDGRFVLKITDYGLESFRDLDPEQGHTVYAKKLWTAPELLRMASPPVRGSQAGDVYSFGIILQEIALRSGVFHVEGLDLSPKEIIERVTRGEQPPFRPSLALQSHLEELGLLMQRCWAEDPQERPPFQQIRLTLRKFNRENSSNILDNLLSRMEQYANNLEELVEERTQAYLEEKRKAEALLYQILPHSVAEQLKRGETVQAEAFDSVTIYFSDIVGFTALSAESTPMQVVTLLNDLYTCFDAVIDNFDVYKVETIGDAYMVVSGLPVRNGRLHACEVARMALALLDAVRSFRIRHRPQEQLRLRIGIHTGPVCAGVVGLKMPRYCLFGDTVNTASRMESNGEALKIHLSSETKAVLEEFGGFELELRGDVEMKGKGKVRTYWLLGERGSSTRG
DAX1 inh-2: blocks DAX1 repression of SF-1 activated StAR promoter | HEK293T StAR-luciferase reporter, SF-1/DAX-1 repression relief | inhibition, % at 6.8 µM | 1.1% of 370,000 active | AID 652010;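 active = inhibition above the mean over all tested compounds plus 3 SD, cut at about 3.6% in these data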;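 note: 0% = DAX-1 cells with DMSO and 100% = cells lacking DAX-1 with DMSO; higher inhibition means more luminescence from relief of DAX-1 repression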
KLK7 zymogen act: activators of human kallikrein-7 zymogen | P49862 | purified proKLK7, EDANS-DABCYL substrate fluorescence; 100% is mature enzyme control, 0% vehicle | activation, % at 7 µM | 0.9% of 370,000 active;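 active = activation above the mean of all tested compounds plus 3 SD, computed per campaign excluding outliers beyond control limits, cut at about 13% in these data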
SMARCA2 activ: increases SMARCA2 function in MMTV reporter cells | activation, % at 9.1 µM | 1% of 370,000 active | MG213 cells, MMTV-luciferase reporter, dexamethasone, overnight | AID 652017; in the data active = activation above about 7.8%;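 note: 0% = vehicle wells and 100% = reference activator wells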
An asterisk follows results filed as active.

What do the screens show for `O=C(Nc1cc([N+](=O)[O-])ccc1O)c1cccc([N+](=O)[O-])c1`?
GC-B act: -4; hcDAF12 agonist: 0.7; HGIII-sPLA2 inh: 2; FXN GAA850 act: 1.3; hgDAF-12 ag: 1.1; ssDAF12 agonist: -1.4; DAX1 inh-1: -0.5; NPR1 activator: -6; DAX1 inh-2: -0.2; KLK7 zymogen act: 0.4; SMARCA2 activ: -1

Results for Cc1c(NC(=O)c2ccc3nsnc3c2)cccc1[N+](=O)[O-] ?
GC-B act: 0; hcDAF12 agonist: 2.6; HGIII-sPLA2 inh: 2; FXN GAA850 act: 2.0; hgDAF-12 ag: 1.0; ssDAF12 agonist: -0.2; DAX1 inh-1: 0.1; NPR1 activator: -1; DAX1 inh-2: 0.0; KLK7 zymogen act: -0.9; SMARCA2 activ: 0

What do the screens show for `CC1CCCN(S(=O)(=O)c2ccc(NC(=O)C3CC(=O)N(C(C)(C)C)C3)cc2)C1` (stereo unspecified)?
GC-B act: 0; hcDAF12 agonist: -1.5; HGIII-sPLA2 inh: -5; FXN GAA850 act: 0.1; hgDAF-12 ag: 2.6; ssDAF12 agonist: -0.5; DAX1 inh-1: -0.8; NPR1 activator: 3; DAX1 inh-2: -0.2; KLK7 zymogen act: -0.8; SMARCA2 activ: -2

What do the screens show for `Cn1ccc(C(=O)N/N=C/c2c[nH]c3ccccc23)n1`?
GC-B act: -4; hcDAF12 agonist: 12*; HGIII-sPLA2 inh: 3; FXN GAA850 act: 3.8; hgDAF-12 ag: 7.6; ssDAF12 agonist: 0.9*; DAX1 inh-1: 1.9; NPR1 activator: -3; DAX1 inh-2: 0.2; KLK7 zymogen act: -0.9; SMARCA2 activ: 16*

Results for C=CCN(c1ccc(Br)cc1C(=O)OC)S(C)(=O)=O ?
GC-B act: 1; hcDAF12 agonist: -0.8; HGIII-sPLA2 inh: -3; FXN GAA850 act: -1.4; hgDAF-12 ag: -1.1; ssDAF12 agonist: -0.7; DAX1 inh-1: 0.6; NPR1 activator: 0; DAX1 inh-2: 0.5; KLK7 zymogen act: -0.3; SMARCA2 activ: -1

How did O=C(CSc1nnc2ccccn12)Nc1ncc(Cl)cc1Cl do in these assays?
GC-B act: 5; hcDAF12 agonist: 1.7; HGIII-sPLA2 inh: 5; FXN GAA850 act: 1.5; hgDAF-12 ag: 5.1; ssDAF12 agonist: -0.4; DAX1 inh-1: 3.2; NPR1 activator: 1; DAX1 inh-2: 0.1; KLK7 zymogen act: 0.6; SMARCA2 activ: 9.5*

Results for COc1ccccc1C(=O)NCCC(=O)Nc1cccc(S(=O)(=O)N2CCCC2)c1 ?
GC-B act: 2; hcDAF12 agonist: -0.9; HGIII-sPLA2 inh: 3; FXN GAA850 act: 1.4; hgDAF-12 ag: -1.4; ssDAF12 agonist: -1.4; DAX1 inh-1: -0.9; NPR1 activator: -2; DAX1 inh-2: -1.2; KLK7 zymogen act: -0.1; SMARCA2 activ: 0

What do the screens show for `CC(=O)c1ccc(OCC(=O)OCC(=O)Nc2sccc2C(N)=O)cc1`?
GC-B act: 8; hcDAF12 agonist: -0.5; HGIII-sPLA2 inh: 3; FXN GAA850 act: 0.5; hgDAF-12 ag: -0.7; ssDAF12 agonist: -1.5; DAX1 inh-1: 0.4; NPR1 activator: 1; DAX1 inh-2: 0.8; KLK7 zymogen act: 0.0; SMARCA2 activ: -4

What do the screens show for `CC(O)(CS(=O)(=O)Cc1cccc(C(F)(F)F)c1)C(=O)Nc1cccc(C(F)(F)F)c1` (stereo unspecified)?
GC-B act: 4; hcDAF12 agonist: -1.0; HGIII-sPLA2 inh: -24; FXN GAA850 act: 0.1; hgDAF-12 ag: -1.7; ssDAF12 agonist: -0.9; DAX1 inh-1: -0.7; NPR1 activator: -1; DAX1 inh-2: -1.2; KLK7 zymogen act: 0.7; SMARCA2 activ: -3

What do the screens show for `COc1cc(C(=O)NCC(c2cccs2)N(C)C)cc(Cl)c1OC(C)C` (stereo unspecified)?
GC-B act: 8; hcDAF12 agonist: -0.9; HGIII-sPLA2 inh: -6; FXN GAA850 act: 2.3; hgDAF-12 ag: -1.9; ssDAF12 agonist: -1.1; DAX1 inh-1: -0.9; NPR1 activator: 4; DAX1 inh-2: 0.6; KLK7 zymogen act: 0.2; SMARCA2 activ: 0

Results for CCC(C)N(C(=O)Cn1c(Cl)nc2c1c(=O)n(C)c(=O)n2C)C1CCS(=O)(=O)C1 (stereo unspecified) ?
GC-B act: -2; hcDAF12 agonist: 0.0; HGIII-sPLA2 inh: 4; FXN GAA850 act: 0.6; hgDAF-12 ag: 1.7; ssDAF12 agonist: -0.5; DAX1 inh-1: 0.6; NPR1 activator: -1; DAX1 inh-2: 0.6; KLK7 zymogen act: 0.1; SMARCA2 activ: -1

Results for COc1cc2c(cc1OC)C(c1ccc(OC)c(OC)c1OC)CC(=O)N2 (stereo unspecified) ?
GC-B act: 2; hcDAF12 agonist: -1.2; HGIII-sPLA2 inh: 3; FXN GAA850 act: 1.6; hgDAF-12 ag: -2.0; ssDAF12 agonist: -1.0; DAX1 inh-1: 0.3; NPR1 activator: 1; DAX1 inh-2: 0.2; KLK7 zymogen act: 0.2; SMARCA2 activ: -2

How did COC(=O)Cc1c(O)ccn(Cc2ccc(OC)c(OC)c2)c1=O do in these assays?
GC-B act: 5; hcDAF12 agonist: -0.8; HGIII-sPLA2 inh: -3; FXN GAA850 act: 1.3; hgDAF-12 ag: -0.8; ssDAF12 agonist: -1.6; DAX1 inh-1: 1.8; NPR1 activator: 5; DAX1 inh-2: -0.4; KLK7 zymogen act: -0.4; SMARCA2 activ: 2

Results for CCOCCCn1c(=NC(C)=O)c(C#N)cc2c(=O)n3ccccc3nc21 ?
GC-B act: -5; hcDAF12 agonist: 0.1; HGIII-sPLA2 inh: 10; FXN GAA850 act: 1.4; hgDAF-12 ag: -2.9; ssDAF12 agonist: -0.9; DAX1 inh-1: 3.2; NPR1 activator: 2; DAX1 inh-2: 0.0; KLK7 zymogen act: 23*; SMARCA2 activ: -4

What do the screens show for `O=C(COC(=O)c1ccco1)c1ccc(Cl)cc1`?
GC-B act: -2; hcDAF12 agonist: -1.0; HGIII-sPLA2 inh: -11; FXN GAA850 act: 3.2; hgDAF-12 ag: 2.6; ssDAF12 agonist: -0.9; DAX1 inh-1: -1.1; NPR1 activator: 10; DAX1 inh-2: -0.1; KLK7 zymogen act: 0.6; SMARCA2 activ: 4

How did Cc1cc(=O)[nH]c(SCC(=O)c2ccc3c(c2)NC(=O)CO3)n1 do in these assays?
GC-B act: 1; hcDAF12 agonist: -0.4; HGIII-sPLA2 inh: -14; FXN GAA850 act: -0.4; hgDAF-12 ag: -1.6; ssDAF12 agonist: -0.8; DAX1 inh-1: -2.5; NPR1 activator: -1; DAX1 inh-2: -0.8; KLK7 zymogen act: 0.2; SMARCA2 activ: -6

What do the screens show for `CNCCC(=O)N1c2ccccc2CCc2ccc(NC(=O)OC)cc21`?
GC-B act: -4; hcDAF12 agonist: 0.6; HGIII-sPLA2 inh: 16; FXN GAA850 act: -1.4; hgDAF-12 ag: -0.6; ssDAF12 agonist: -0.8; DAX1 inh-1: -0.4; NPR1 activator: -1; DAX1 inh-2: 0.3; KLK7 zymogen act: -0.3; SMARCA2 activ: -3

How did CC(NC(=O)c1cc(S(=O)(=O)N2CCCC2)ccc1Cl)c1ccccn1 (stereo unspecified) do in these assays?
GC-B act: 0; hcDAF12 agonist: -1.7; HGIII-sPLA2 inh: 0; FXN GAA850 act: -0.6; hgDAF-12 ag: 1.1; ssDAF12 agonist: -1.2; DAX1 inh-1: 0.5; NPR1 activator: -1; DAX1 inh-2: 0.4; KLK7 zymogen act: 0.0; SMARCA2 activ: 1

Results for Cc1cccc(-n2nc3c(c2NC(=O)c2c(F)cccc2F)CS(=O)(=O)C3)c1C ?
GC-B act: 3; hcDAF12 agonist: -0.4; HGIII-sPLA2 inh: 3; FXN GAA850 act: 1.6; hgDAF-12 ag: -2.5; ssDAF12 agonist: -1.2; DAX1 inh-1: -0.3; NPR1 activator: 1; DAX1 inh-2: 0.1; KLK7 zymogen act: 0.0; SMARCA2 activ: 0

What do the screens show for `C=CCN1[C@H](C#N)[C@@H](c2ccc(Br)cc2)[C@H]1CO`?
GC-B act: 7; hcDAF12 agonist: 0.3; HGIII-sPLA2 inh: 1; hgDAF-12 ag: -2.8; ssDAF12 agonist: -1.4; NPR1 activator: -2; DAX1 inh-2: 0.6; KLK7 zymogen act: 0.6; SMARCA2 activ: 4

What do the screens show for `COC(=O)c1c(F)c(F)c(N2CCOCC2)c(F)c1F`?
GC-B act: -1; hcDAF12 agonist: -0.8; HGIII-sPLA2 inh: 2; FXN GAA850 act: 2.0; hgDAF-12 ag: 2.9; ssDAF12 agonist: -1.9; DAX1 inh-1: 0.4; NPR1 activator: -4; DAX1 inh-2: 0.6; KLK7 zymogen act: -0.3; SMARCA2 activ: 0

What do the screens show for `O=C(NN=Cc1cc(Cl)ccc1[N+](=O)[O-])c1cccc2ccccc12`?
GC-B act: 2; hcDAF12 agonist: 1.5; HGIII-sPLA2 inh: 2; FXN GAA850 act: 0.0; hgDAF-12 ag: 1.8; ssDAF12 agonist: -0.6; DAX1 inh-1: 0.6; NPR1 activator: -3; DAX1 inh-2: -1.3; KLK7 zymogen act: -1.1; SMARCA2 activ: -3

How did O=C(O)c1ccccc1NC(=S)NC(=O)c1cccc2ccccc12 do in these assays?
GC-B act: -2; hcDAF12 agonist: -2.3; HGIII-sPLA2 inh: 1; FXN GAA850 act: 2.4; hgDAF-12 ag: 2.6; ssDAF12 agonist: 0.4; DAX1 inh-1: -0.9; NPR1 activator: -3; DAX1 inh-2: -0.3; KLK7 zymogen act: 0.2; SMARCA2 activ: -2

How did COc1ccc(C(=O)NCCS(=O)(=O)NCc2ccco2)cc1 do in these assays?
GC-B act: 11; hcDAF12 agonist: 0.0; HGIII-sPLA2 inh: 3; FXN GAA850 act: -0.3; hgDAF-12 ag: 0.3; ssDAF12 agonist: -0.8; DAX1 inh-1: -0.2; NPR1 activator: 1; DAX1 inh-2: 0.2; KLK7 zymogen act: -0.5; SMARCA2 activ: -1

How did COc1ccc(OC2CCN(S(=O)(=O)c3ccc(F)cc3)CC2)cc1 do in these assays?
GC-B act: -1; hcDAF12 agonist: 0.7; HGIII-sPLA2 inh: 10; FXN GAA850 act: 3.6; hgDAF-12 ag: -2.9; ssDAF12 agonist: -1.5; DAX1 inh-1: 0.1; NPR1 activator: 6; DAX1 inh-2: -0.3; KLK7 zymogen act: 0.5; SMARCA2 activ: -3

Screens (PubChem)
